NSD2 HMT inh: NSD2 (human) methyltransferase inhibition. O96028. NSD2 peptide methylation, AlphaScreen, 120 min. inhibition, % at 12.5 µM. 310,000 compounds, 0.54% hits; in the data active = inhibition above about 50%
Arrestin-AP2 inh: human beta-arrestin and AP2 interaction inhibition; 340,000 compounds, 0.31% hits; inhibition, % at 10 µM; FITC-arrestin peptide / GST-AP2 beads, flow cytometry; AP2 beta2 appendage carries R879A mutation;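 active = inhibition above a set limit, near 3 SD of compounds lacking own fluorescence, cut at about 54% in these data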;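 also: plate controls were DMSO wells for no effect and 5 µM unlabelled arrestin peptide for full effect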
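System: GST-AP2 R879A glutathione beads | Also added: FITC-arrestin peptide, 50 nM | Times: 12 min plus 1 h, RT | Signal: Bead flow cytometry, FITC channel | Buffer or medium: PBS with 0.05% Tween 20 and 0.1% BSA | Read-out basis: Percent drop in bead-associated FITC signal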
DAGLB inh: blocks human DAGLB lipase activity. Q8NCG7. HEK293T DAGLB membrane lysate, EnzChek fluorogenic substrate. inhibition, % at 5.17 µM. 340,000 compounds, 0.059% hits. AID 504411; in the data active = inhibition above about 34%;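 also: 0% = enzyme with vehicle and 100% = wells lacking enzyme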
PKA-R2B activ: activators of human PKA-R2B complex. 340,000 compounds, 0.079% hits. PKA-R2B holoenzyme dissociation, Cy5-IP20 fluorescence polarization; R2B truncated from residue 108, S112A mutant; 0% DMSO only, 100% 113 µM cGMP. activation, % at 11.4 µM. P22694+P31323;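 active = activation above a cutoff set at the mean over all compounds plus 3 SD, cut at about 18% in these data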;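 also: higher means more holoenzyme dissociation and a rise in polarization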
Target sequence (P31323 whole entry, looked up, other chains not shown, the tested form may be a part): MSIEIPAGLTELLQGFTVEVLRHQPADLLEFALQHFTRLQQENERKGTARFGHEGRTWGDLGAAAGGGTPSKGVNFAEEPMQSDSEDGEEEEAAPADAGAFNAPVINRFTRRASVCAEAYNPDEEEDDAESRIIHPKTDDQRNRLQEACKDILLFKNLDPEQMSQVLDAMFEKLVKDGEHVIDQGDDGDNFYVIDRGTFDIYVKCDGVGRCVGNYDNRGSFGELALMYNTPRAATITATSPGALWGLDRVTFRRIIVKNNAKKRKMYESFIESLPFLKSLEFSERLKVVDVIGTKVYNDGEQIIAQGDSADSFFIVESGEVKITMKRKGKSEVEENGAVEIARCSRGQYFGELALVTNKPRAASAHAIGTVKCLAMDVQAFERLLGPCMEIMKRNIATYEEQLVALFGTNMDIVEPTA
RTF Ca sens inh: cardiac RTF calcium desensitization; P19429+P45379; IANBD-labeled cardiac RTF, Ca2+ fluorescence; inhibition, % at 7.15 µM; 340,000 compounds, 0.12% hits; AID 493244;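 active = inhibition above the mean inhibition of all tested compounds plus 3 SD, cut at about 17% in these data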;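 also: assay run at fixed EC70 calcium of 1.6 mM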
SR-BI HDL uptake: inhibitors of mouse SR-BI mediated HDL lipid uptake; Q61009; ldlA[mSR-BI] CHO cells, DiI-HDL uptake fluorescence, 3 h; inhibition, % at 12.5 µM; 320,000 compounds, 0.96% hits; AID 488896;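 active = mean replicate inhibition of at least 70% and a set share of replicates each scoring 70 or more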;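 also: 0% = median of neutral control wells and 100% = median of positive control wells; values of inactives mirror those of a sister screen read the other way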
Target sequence (Q61009 whole entry, looked up): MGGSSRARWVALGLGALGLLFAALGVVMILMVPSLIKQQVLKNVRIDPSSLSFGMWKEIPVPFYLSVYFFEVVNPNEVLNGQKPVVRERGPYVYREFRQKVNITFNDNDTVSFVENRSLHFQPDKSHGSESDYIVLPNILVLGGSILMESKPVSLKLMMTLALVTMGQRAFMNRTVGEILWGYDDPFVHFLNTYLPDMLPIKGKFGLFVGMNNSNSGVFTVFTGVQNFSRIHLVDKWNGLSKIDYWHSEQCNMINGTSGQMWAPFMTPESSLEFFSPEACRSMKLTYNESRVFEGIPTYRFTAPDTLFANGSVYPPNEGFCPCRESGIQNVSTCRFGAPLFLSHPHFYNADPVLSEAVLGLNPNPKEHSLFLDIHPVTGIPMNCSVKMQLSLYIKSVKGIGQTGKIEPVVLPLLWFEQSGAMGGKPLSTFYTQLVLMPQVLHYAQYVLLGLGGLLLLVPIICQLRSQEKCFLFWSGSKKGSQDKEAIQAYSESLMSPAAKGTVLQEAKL
Keap1-Nrf2 PPI: disrupts human Keap1 binding to Nrf2 peptide. inhibition, % at 9.4 µM. Q14145. AID 504523. 340,000 compounds, 0.15% hits. Keap1 Kelch-Nrf2 peptide fluorescence polarization, 1536-well; in the data active = inhibition above about 12%;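 also: human Keap1 Kelch domain with fluorescein labeled Nrf2 9mer peptide probe; 0% = neutral control wells and 100% = peptide positive control; higher means more block of Keap1 binding to Nrf2 peptide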
SR-BI uptake up: activators of SR-BI mediated HDL lipid uptake | CHO ldlA[mSR-BI] cells, DiI-HDL uptake fluorescence, 3 h; 100 = double the neutral-control signal | AID 504775 | activation, % at 12.5 µM | 320,000 compounds, 0.096% hits;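 active = mean replicate activation of at least 60% and every replicate at or above 60%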;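 also: 0% = median plate neutral-control signal and 100% = twice that signal; values of inactives mirror those of a sister screen read the other way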
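Test system: SR-BI-overexpressing, LDLR-lacking CHO cells; Medium: Ham's F12 with 0.5% BSA, HEPES 25 mM, pH 7.4; Schedule: 3 h, 37 °C; Technique: bottom-read fluorescence, 550/595 nm.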
LANA DNA inh: blocks KSHV LANA C-terminal domain binding to DNA; MBP-C-LANA/FAM-LBS DNA binding, fluorescence polarization; inhibition, % at 9 µM; 340,000 compounds, 0.078% hits; AID 504423;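 active = highest replicate inhibition at or above 60% at 9 µM, even if other replicates fall short; inactive = all replicates below 60% inhibition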;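 also: 0% = neutral control wells and 100% = 4 µM acridine orange control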
PvdQ acylase: blocks Pseudomonas aeruginosa PvdQ acylase activity. purified PvdQ acylase, fluorescence plate reader. inhibition, % at 10 µM. 340,000 compounds, 0.063% hits; in the data active = inhibition above about 30%, passing the limit was not always enough;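 also: 0% = vehicle neutral wells and 100% = reference inhibitor wells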
Active calls of the source: *; x = not tested or not shown.

SMILES	NSD2 HMT inh	Arrestin-AP2 inh	DAGLB inh	PKA-R2B activ	RTF Ca sens inh	SR-BI HDL uptake	Keap1-Nrf2 PPI	SR-BI uptake up	LANA DNA inh	PvdQ acylase
CCn1c(Oc2ccccc2C)nc2c1c(=O)n(C)c(=O)n2C	0	17	1	-6	-12	-20	-5	20	-0.6	-6
CN(C(=O)Cn1cnc2sccc2c1=O)C1CCCCC1	0	-1	-1	2	1	-8	3	8	-1.5	-15
CCn1c(=O)n(CC)c2cc(NC(=O)c3ccccc3Cl)ccc21	4	6	1	-4	-13	67	-1	-67	-0.3	-16
O=C(CCN1C(=O)c2ccccc2C1=O)N(CCO)Cc1ccccc1	12	5	-2	-1	11	-8	0	8	0.4	-9
COC(=O)CN=Cc1c(C)[nH]n(-c2ccccc2)c1=O	-1	-7	2	-14	0	-18	1	18	-1.7	-8
COc1ccc(-c2cnnn2-c2ccc(NC(=O)c3ccc(S(=O)(=O)N4CCCCC4)cc3)cc2)cc1OC	21	-2	0	-4	-7	45	-4	-45	1.2	7
Cc1cc(C)c2c(c1)cc(C)c1nnc(SCC(=O)Nc3ccccc3N3CCOCC3)n12	0	x	0	7	15	-5	-2	5	1.6	5
O=C(O)/C=C/C(=O)NCCC1=CCCCC1	-1	22	1	6	-8	-18	-6	18	1.9	-14
COc1ccc(C(CNC(=O)c2cccc(NS(=O)(=O)c3ccc(C)c(F)c3)c2)N2CCCC2)cc1 (configuration not stated)	13	-7	3	3	6	-24	-4	24	1.3	-9
CC(=O)Nc1ccc(S(=O)(=O)NCCC(=O)OCC(=O)c2cccc(Br)c2)cc1	2	-5	0	-1	-2	13	-6	-13	-0.5	-12
O=C(COc1ccc(Cl)cc1)NNC(=O)CSc1nncs1	-3	-30	3	0	-3	7	x	-7	x	-21
Cc1cc(NC(=O)COC(=O)c2ccc([N+](=O)[O-])cc2Cl)no1	0	14	-3	-6	1	-8	1	8	0.7	12
COc1ccc(C2c3c(oc4ccccc4c3=O)C(=O)N2c2ccccn2)cc1OC (configuration not stated)	x	17	-2	0	-4	-16	-2	16	0.2	3
CCc1cccc(Oc2nn[nH]n2)c1	0	0	1	3	-7	-21	0	21	1.2	-11
COc1ccc(S(=O)(=O)N2CCCCC2)cc1NC(=O)c1ccco1	-2	0	0	6	5	-18	0	18	0.9	-7
Cc1nn(CC(=O)NCc2ccc(OC(C)C)cc2)c(=O)c2cc(-c3ccccc3)nn12	x	3	-4	-5	-4	-6	-4	6	0.5	-11
CN1C(=O)C(C)(C)c2cc(S(=O)(=O)N3CCCC3C(=O)NCc3ccccc3Cl)ccc21 (configuration not stated)	x	2	1	6	-5	30	-5	-30	-2.7	-6
CCOC(=O)/C(C#N)=C1/C=Nc2ccccc2N1	-3	4	1	-6	-5	-1	-1	1	0.1	-10
COc1ccccc1OCCNC(=O)C1CC(=O)N(Cc2ccccc2)C1 (configuration not stated)	5	21	2	-3	-12	1	1	-1	0.1	-4
N#Cc1c(-c2ccccc2)cc(C2CC2)nc1SCC(=O)c1cccs1	-2	-1	-9	-7	-14	9	-4	-9	1.0	-17
C=CCN(CC=C)C(=O)c1ccccc1NC(=O)c1ccccc1C	-2	1	-1	-9	-3	-15	-3	15	0.4	-11
Cc1ccc(NC2=NC(c3ccc(F)cc3)n3c(nc(C)cc3=O)N2)cc1 (configuration not stated)	0	-3	-1	-2	1	6	0	-6	0.3	-9
FC(F)(F)c1ccc(Cl)c(-n2c(Cc3cccs3)n[nH]c2=S)c1	3	22	1	1	0	-4	0	4	-3.8	-7
COC(=O)c1ccc(NC(=O)C2CCCO2)cc1 (configuration not stated)	x	-3	0	11	-4	-12	1	12	0.4	-4
Cc1ccnc(SCCn2c(N3CC(C)OC(C)C3)nc3c2c(=O)n(C)c(=O)n3C)n1 (configuration not stated)	-2	29	-1	-2	4	-7	-1	7	0.5	4

Laid out differently: entries from further up.
Values run as follows: NSD2 HMT inh	Arrestin-AP2 inh	DAGLB inh	PKA-R2B activ	RTF Ca sens inh	SR-BI HDL uptake	Keap1-Nrf2 PPI	SR-BI uptake up	LANA DNA inh	PvdQ acylase
- COc1ccc(-c2cnnn2-c2ccc(NC(=O)c3ccc(S(=O)(=O)N4CCCCC4)cc3)cc2)cc1OC
    21	-2	0	-4	-7	45	-4	-45	1.2	7
- COC(=O)c1ccc(NC(=O)C2CCCO2)cc1 (configuration not stated)
    x	-3	0	11	-4	-12	1	12	0.4	-4
- COc1ccc(C2c3c(oc4ccccc4c3=O)C(=O)N2c2ccccn2)cc1OC (configuration not stated)
    x	17	-2	0	-4	-16	-2	16	0.2	3
- O=C(COc1ccc(Cl)cc1)NNC(=O)CSc1nncs1
    -3	-30	3	0	-3	7	x	-7	x	-21

Molecules from the list above that contain fluorine, in the order listed:
SMILES	NSD2 HMT inh	Arrestin-AP2 inh	DAGLB inh	PKA-R2B activ	RTF Ca sens inh	SR-BI HDL uptake	Keap1-Nrf2 PPI	SR-BI uptake up	LANA DNA inh	PvdQ acylase
COc1ccc(C(CNC(=O)c2cccc(NS(=O)(=O)c3ccc(C)c(F)c3)c2)N2CCCC2)cc1 (configuration not stated)	13	-7	3	3	6	-24	-4	24	1.3	-9
Cc1ccc(NC2=NC(c3ccc(F)cc3)n3c(nc(C)cc3=O)N2)cc1 (configuration not stated)	0	-3	-1	-2	1	6	0	-6	0.3	-9
FC(F)(F)c1ccc(Cl)c(-n2c(Cc3cccs3)n[nH]c2=S)c1	3	22	1	1	0	-4	0	4	-3.8	-7

(further entries)
SMILES	NSD2 HMT inh	Arrestin-AP2 inh	DAGLB inh	PKA-R2B activ	RTF Ca sens inh	SR-BI HDL uptake	Keap1-Nrf2 PPI	SR-BI uptake up	LANA DNA inh	PvdQ acylase
CC(CCn1cccn1)NC(=O)c1cc(COc2ccc(F)cc2F)on1 (configuration not stated)	3	40	1	5	-7	13	1	-13	-0.3	8
Cc1cccc(N2CC(O)(c3cccs3)[N+]3=C2CCCC3)c1 (configuration not stated)	3	10	-1	-1	4	-12	0	12	-1.0	0
COc1cccc(CCNC(=O)CCc2nnc(-c3cc(C)oc3C)o2)c1	6	18	-2	10	4	7	0	-7	1.0	1
COc1cc2oc(=O)ccc2cc1[C@H](O)[C@@H](O)C(C)(C)O	x	6	1	-4	7	-19	-1	19	2.0	1
CN(CC(=O)NCCc1ccccc1)S(=O)(=O)c1cccc2nsnc12	-1	3	3	-7	6	-12	-5	12	0.1	-9
O=C(O)/C=C/C(=O)NC1CCC(CC2CCC(NC(=O)/C=C/C(=O)O)CC2)CC1 (configuration not stated)	2	12	1	7	-10	-44	-4	44	-0.2	-8
CC(C)(C)OC(=O)C[C@@H]1C/C=C\C[C@H](CC(=O)NCCO)C(=O)NC[C@H](c2ccccc2)OC1=O	x	6	-2	5	-9	-26	6	26	1.4	-2
COc1cc(C(=O)NC(=S)Nc2ccc(Cl)cn2)cc(OC)c1OC	-1	1	-2	-4	-3	-7	-5	7	0.2	-13
COc1ccc(NC(=O)N2CCCC2C(=O)NC23CC4CC(CC(C4)C2)C3)cc1 (configuration not stated)	-2	7	-1	-13	2	x	-4	x	-1.3	8
C/C(=N\OCC(=O)Nc1ccc(Br)cc1)c1cccs1	0	-10	-8	-7	-8	-25	-1	25	-0.3	-15
OCCN1CCN(CCOc2ccccc2-c2ccccc2)CC1	-1	8	-1	2	10	-23	7	23	-3.9	7
CN(C(=O)CSc1nnc(-c2ccccc2)n1C)C1CCS(=O)(=O)C1 (configuration not stated)	-4	5	0	-4	-22	-21	-3	21	-0.9	-17
CCOc1ccc(OCC(O)CN2CCN(S(=O)(=O)c3cccc(C(F)(F)F)c3)CC2)cc1 (configuration not stated)	-3	12	-1	-9	-4	32	-4	-32	-1.6	4
O=c1cc(N2CCOCC2)[nH]c(=O)n1-c1ccc(Br)cc1	x	13	0	-2	-8	-14	-1	14	-1.3	7
O=C(OCC(=O)N(CCc1ccccc1)Cc1ccccc1)c1cccc(O)c1	1	-8	-6	-6	-4	1	-1	-1	0.8	-8
CC#CC[N+](C)(C)CCCCCCCCCCCC	x	7	3	-14	-2	-21	-2	21	0.1	-11
Cc1cccc2nc(-c3ccco3)c(Nc3ccc4c(c3)OCCO4)n12	8	1	0	3	-4	x	2	x	0.4	-6

Part of the list above in a different format.
Every second line gives: NSD2 HMT inh	Arrestin-AP2 inh	DAGLB inh	PKA-R2B activ	RTF Ca sens inh	SR-BI HDL uptake	Keap1-Nrf2 PPI	SR-BI uptake up	LANA DNA inh	PvdQ acylase
> Cc1cccc2nc(-c3ccco3)c(Nc3ccc4c(c3)OCCO4)n12
    8	1	0	3	-4	x	2	x	0.4	-6
> COc1ccc(-c2cnnn2-c2ccc(NC(=O)c3ccc(S(=O)(=O)N4CCCCC4)cc3)cc2)cc1OC
    21	-2	0	-4	-7	45	-4	-45	1.2	7
> CCOC(=O)/C(C#N)=C1/C=Nc2ccccc2N1
    -3	4	1	-6	-5	-1	-1	1	0.1	-10
> COc1ccc(C(CNC(=O)c2cccc(NS(=O)(=O)c3ccc(C)c(F)c3)c2)N2CCCC2)cc1 (configuration not stated)
    13	-7	3	3	6	-24	-4	24	1.3	-9

Rows are unselected. About 2.1% of those tested had a hit in this group.
